# SKKanGAS inh – S. pyogenes SKKanGAS growth inhibitors in kanamycin, primary screen, streptokinase expression inhibitor project, SKKanGAS strain, BacTiter-Glo luminescence; 6 h; inhibition, % at 7.5 µM; actives 1.3% (n = 300,000);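 active = mean replicate score, as percent of positive control median, at least 50; inconclusive = mean below 50 but one replicate at or above 50; inactive = mean and every replicate below 50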;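 note: strain carries kanamycin resistance gene driven by streptokinase promoter and grows in 40 µg/ml kanamycin; loss of luminescence reflects streptokinase promoter inhibition or plain growth inhibition; 0% = median of DMSO wells and 100% = positive control at its reference dose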
# KCNQ1 act – potentiators or activators of KCNQ1 channel, primary screen, cell-based, thallium flux, high-throughput. actives 0.35% (n = 310,000). B-score at 10 µM. AID 2648, 2010. CHO-K1 KCNQ1, thallium flux FluxOR fluorescence; hits give high values;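 active = fluorescence ratio B-score, a plate-corrected score, at least three library SD, with initial intensity B-score within 5 SD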
#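 assay system = KCNQ1-transfected CHO-K1 cells | medium = assay buffer with matched DMSO | probe or stimulus = depolarizing K+/Tl+ stimulus, K2SO4 and Tl2SO4 each 12.5 mM in 5x stock | dosing = single dose | incubation = dye 90 min, compound 20 min, room temperature | detection = kinetic FluxOR fluorescence, 10 s baseline plus 110 s post-stimulus | evaluation = ratio B score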
# KCNK3 inh – human KCNK3 channel inhibitors, primary screen, CHO cells, FluxOR thallium flux, B-score. B-score at 10 µM. AID 602410, 2012. FluxOR fluorescence; hits give low values. actives 0.84% (n = 340,000). Potassium channel subfamily K member 3 (Homo sapiens), O14649;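 active = B-score under library mean minus 4 SD, starting fluorescence ratio at most library mean plus 5 SD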;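 note: more negative B-score means stronger inhibition of thallium flux through KCNK3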
# hERG rescue – hERG rescue from dofetilide block, primary screen, cell-based, CHO-hERG, FluxOR thallium flux, dofetilide IC70 | dofetilide IC70 present | actives 0.51% (n = 310,000) | AID 1511, 2009 | activation (rescue from dofetilide block), less the hit threshold, % at 10 µM;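 active = activation above the mean of controls blocked by dofetilide plus 5 SD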;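 note: thallium influx through hERG after potassium depolarization seen as dye fluorescence rise; in these data hits start at about 4.7%; inactives centre near -7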
# Target sequence (Q12809 whole entry, looked up): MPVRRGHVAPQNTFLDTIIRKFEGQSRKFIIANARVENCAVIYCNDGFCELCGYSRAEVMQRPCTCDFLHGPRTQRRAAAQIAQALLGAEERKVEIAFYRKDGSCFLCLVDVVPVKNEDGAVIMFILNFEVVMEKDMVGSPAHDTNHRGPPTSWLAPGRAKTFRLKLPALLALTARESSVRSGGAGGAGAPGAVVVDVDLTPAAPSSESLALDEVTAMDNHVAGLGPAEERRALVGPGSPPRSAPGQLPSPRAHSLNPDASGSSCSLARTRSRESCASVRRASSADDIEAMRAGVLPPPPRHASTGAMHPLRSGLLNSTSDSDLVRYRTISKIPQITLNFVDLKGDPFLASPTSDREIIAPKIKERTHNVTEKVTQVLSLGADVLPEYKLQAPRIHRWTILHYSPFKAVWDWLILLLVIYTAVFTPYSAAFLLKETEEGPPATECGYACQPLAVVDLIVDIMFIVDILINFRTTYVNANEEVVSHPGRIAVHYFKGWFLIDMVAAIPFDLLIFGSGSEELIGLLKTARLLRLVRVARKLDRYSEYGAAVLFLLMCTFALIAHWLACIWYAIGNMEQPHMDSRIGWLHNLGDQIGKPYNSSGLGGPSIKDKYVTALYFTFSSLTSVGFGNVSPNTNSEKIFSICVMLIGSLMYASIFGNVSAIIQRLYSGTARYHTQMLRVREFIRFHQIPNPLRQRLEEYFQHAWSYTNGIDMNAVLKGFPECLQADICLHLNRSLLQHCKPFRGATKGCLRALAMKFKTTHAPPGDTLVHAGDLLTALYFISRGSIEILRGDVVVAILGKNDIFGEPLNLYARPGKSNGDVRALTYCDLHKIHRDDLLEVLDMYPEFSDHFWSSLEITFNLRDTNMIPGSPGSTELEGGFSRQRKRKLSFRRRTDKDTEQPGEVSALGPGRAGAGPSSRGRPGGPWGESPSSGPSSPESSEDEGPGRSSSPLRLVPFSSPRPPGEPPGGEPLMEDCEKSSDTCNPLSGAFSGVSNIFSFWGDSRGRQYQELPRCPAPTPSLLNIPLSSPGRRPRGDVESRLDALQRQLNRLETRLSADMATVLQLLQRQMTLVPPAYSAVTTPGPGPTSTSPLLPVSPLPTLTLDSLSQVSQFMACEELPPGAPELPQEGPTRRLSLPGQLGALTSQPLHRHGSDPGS
# HDAC3 inhib – HDAC3 deacetylase inhibitors, primary screen, biochemical, fluorescence, cell-free homogeneous; inhibition, % at 8.3 µM; Histone deacetylase 3 (Homo sapiens), O15379; actives 0.15% (n = 320,000); recombinant HDAC3, fluorogenic peptide/trypsin coupled; AID 2718, 2010; in the data active = inhibition above about 26%, passing the limit was not always enough; inconclusive = no clear call, values can overlap the other calls
# RGS4 inh – RGS4 inhibitors, primary screen, cell-based, HEK293 M3R inducible RGS4, calcium flux; Regulator of G-protein signaling 4 (Homo sapiens), P49798; Fluo-4 calcium flux; hits give high values; triggered by carbachol at its EC20; B-score at 10 µM; actives 0.45% (n = 310,000);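 active = B-score, a plate-corrected calcium signal, over three deviations above library mean, with baseline fluorescence within five deviations of library mean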;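 note: RGS4 expression induced by doxycycline in cells with stable M3 receptor; B-score is computed from the integrated fluorescence ratio over baseline after carbachol; higher B-score means a larger calcium signal and so more RGS4 inhibition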
# ANO1 activ – TMEM16A chloride channel activators or potentiators, primary screen, cell-based, HTS | Anoctamin-1 (Mus musculus), Q8BHY3 | actives 0.3% (n = 340,000) | HEK293 TMEM16A/YFP-H148Q/I152L, iodide quench fluorescence; hits give low values | B-score at 10 µM;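 active = fluorescence-ratio B-score plate-corrected deviation score at least 3 library SD below zero, with starting fluorescence score within 5 deviations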;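 note: channel opened by trigger with iodide after compound preincubation; score built on the fluorescence ratio of max minus min over baseline; more negative score means more quench and so TMEM16A activation or potentiation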
# KCNQ1 block – inhibitors of human KCNQ1 channel, primary screen, cell-based, thallium flux, high-throughput | actives 1.3% (n = 310,000) | AID 2642, 2010 | B-score at 10 µM | CHO-K1 KCNQ1, FluxOR thallium flux fluorescence; hits give high values | Potassium voltage-gated channel subfamily KQT member 1 (Homo sapiens), P51787;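 active = compounds whose thallium flux B-score, printed positive for inhibition, exceeds three library SD while starting fluorescence stays within three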;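 note: channel opened by potassium depolarization with thallium stimulus after 20 min compound exposure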
# RGS4 act – RGS4 potentiators or activators, primary screen, cell-based, HEK293 M3R inducible RGS4, calcium flux; B-score at 10 µM; AID 463111, 2010; actives 0.92% (n = 310,000); carbachol calcium flux Fluo4; hits give low values;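 active = B-score of the integrated calcium signal more than 4 SD below the library mean, with starting fluorescence not abnormally high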;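 note: negative B-score means reduced calcium response which marks RGS4 activation or potentiation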
#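 Reagent: ECmax carbachol challenge; Test system: M3R-expressing HEK293 line, RGS4 induced by doxycycline; Schedule: overnight RGS4 induction, 30 min dye load 37 °C, 20 min compound RT; Detection: calcium dye Fluo4 fluorescence; Read-out: Agonist-evoked peak-minus-minimum fluorescence over baseline, integrated ratio, B score.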
# KCNK9 block – KCNK9 potassium channel inhibitors, primary screen, HEK293 cells, thallium flux; AID 488922, 2010; Potassium channel subfamily K member 9 (Homo sapiens), Q9NPC2; actives 1.2% (n = 310,000); B-score at 10 µM; FluxOR thallium flux fluorescence; hits give low values;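 active = ratio B-score over 3 SD below the library mean, with starting fluorescence within 5 SD of its mean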;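 note: negative B-score means less thallium flux so channel inhibition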
# ANO1 block – TMEM16A chloride channel inhibitors, primary screen, cell-based, HTS; Anoctamin-1 (Mus musculus), Q8BHY3; HEK293 TMEM16A/YFP iodide influx fluorescence, ionomycin; normalized B-score (activity score, 25-100; higher = stronger inhibition) at 10 µM; actives 1.2% (n = 310,000); AID 588511, 2011;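 active = ratio plate-corrected score three or more library SD toward inhibition, starting fluorescence score within five deviations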;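 note: score derived from kinetic fluorescence span divided by baseline fluorescence per well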
# * = called active by the depositor; i = inactive; ? = inconclusive; / = not tested or not shown.
# The line under a structure holds: SKKanGAS inh	KCNQ1 act	KCNK3 inh	hERG rescue	HDAC3 inhib	RGS4 inh	ANO1 activ	KCNQ1 block	RGS4 act	KCNK9 block	ANO1 block
Cc1noc(C)c1COC(=O)c1ccc(S(=O)(=O)N2CCCCC2)cc1
    -6	i	i	-8	3	i	i	i	i	i	i
CCOc1ccccc1NC(=O)CSc1nc2nc(-c3cccs3)cc(C(F)(F)F)c2c(=O)[nH]1
    30	i	i	-15	6	i	i	i	i	i	100*
O=C(CSc1ccc(-c2cccs2)nn1)NCCc1ccccc1
    -7	i	i	-9	-5	i	i	i	i	i	i
CS(=O)(=O)N1CCCC(C(=O)NCc2ccc(F)cc2)C1 (configuration not stated)
    6	i	i	-1	-2	i	i	i	i	i	i
O=C(CCn1nc(-c2ccc(Cl)cc2)c2ccccc2c1=O)Nc1cccnc1
    5	i	i	-6	1	i	i	i	i	i	i
Cc1c(NC(=S)N/C(=N/S(=O)(=O)c2ccccc2)c2ccccc2)c(=O)n(-c2ccccc2)n1C
    -2	i	i	-11	0	i	i	i	i	i	i
COc1ccc(OC)c2sc(N(CCN(C)C)C(=O)c3ccc4ccccc4c3)nc12
    3	i	i	-21	3	i	i	i	i	i	i
O=C(NNS(=O)(=O)c1ccccc1)c1cccc([N+](=O)[O-])c1
    -4	i	i	-3	2	i	i	i	i	i	i
Cc1ccc(NC2CCCN(C(=O)c3cn(C)c4ccccc34)C2)cc1C (configuration not stated)
    5	i	i	-12	-4	i	i	i	i	i	i
CC(C)(C)c1ccc(C(=O)NNc2ccc(F)cc2F)cc1
    -6	i	i	-9	-1	i	i	i	i	i	i
CCOC(=O)C(=NC(C)C)NNc1cc(Cl)ccc1Cl
    2	i	i	-5	7	i	i	i	i	i	i
CC(C)n1c(/N=C/c2ccccc2O)nc2ccccc21
    -6	i	i	-5	0	i	i	i	i	i	i
CC(=O)n1cc([C@H]2C=C(C(=O)NCc3ccccc3)O[C@@H](OCCCCO)C2)c2ccccc21
    13	i	i	-13	-14	i	i	i	i	i	i
CC(/C=N/NC(=O)c1ccc2nc(C)[nH]c2c1)=C\c1ccccc1
    -22	i	i	-12	7	i	i	i	i	i	i
COCCNC(=O)C1CCN(S(=O)(=O)c2ccc3c(c2)OCCO3)CC1
    0	i	i	-12	?	i	i	i	i	i	i
NS(=O)(=O)c1cccc(NC(=O)Nc2ccccc2)c1
    1	i	i	-3	3	i	i	i	i	i	i
CCOC(=O)/C(=C\c1cccc(O)c1)c1nc2sc(C)c(C)c2c(=O)[nH]1
    41	i	i	-10	3	i	i	i	i	i	i
Cc1c(Br)c([N+](=O)[O-])nn1CC(=O)NCCc1ccc(Cl)cc1
    -5	i	i	-6	5	i	i	i	i	i	i
CCC1Nc2ccccc2-c2nnc(SC)nc2O1 (configuration not stated)
    -6	i	i	-1	0	i	i	i	i	i	i
CC(=O)N(C)c1nc(N)n(-c2ccccc2)n1
    -12	i	i	-6	-23	i	i	i	i	i	i
O=C(NCC1CCCO1)Nc1ccccc1 (configuration not stated)
    6	i	i	-7	-2	i	i	i	i	i	i
CCn1c(=O)cc(OCC(=O)Nc2ccc3c(c2)OCCO3)c2ccccc21
    4	i	i	-11	6	i	i	i	i	i	i
CCOC(=O)C1(C)NC(c2ccc(O)cc2)C2C(=O)N(c3ccccc3)C(=O)C21 (configuration not stated)
    -1	i	i	-1	-1	i	i	i	i	i	i
O=C(c1ccc2c(c1)OCCO2)N1CCN(c2ccc([N+](=O)[O-])cc2)CC1
    -6	i	/	-2	2	i	/	i	i	i	i
COc1ccc(C(=O)Oc2ccc(C(=S)N3CCOCC3)cc2)cc1
    -8	i	i	-13	-4	i	i	i	i	i	i
Cc1ccc(C(=O)NCC#N)cc1
    3	i	i	-3	-2	i	i	i	i	i	i
Cc1ccc(NS(=O)(=O)c2cc(C(=O)NCc3ccccn3)ccc2Cl)cc1C
    1	i	i	-12	4	i	i	i	i	i	i
CCCNC(=O)c1ccc(N2CC3CC(C2)c2cccc(=O)n2C3)c(NC(=O)Nc2ccc(CC)cc2)c1 (configuration not stated)
    0	i	i	-4	5	i	i	i	i	i	i
N#Cc1c(NC(=S)NC(=O)c2ccccc2)sc2c1CCCC2
    3	i	i	-2	-7	i	i	i	i	i	i
CCc1ccccc1NC(=O)Nc1cc(F)ccc1F
    8	i	i	-5	7	i	i	i	i	i	i
CCC(C)c1ccccc1NC(=O)C1CCCO1 (configuration not stated)
    5	i	i	-8	3	i	i	i	i	i	i
CC(C)CN(C(=O)COC(=O)c1nc(Cl)ccc1Cl)C1CCS(=O)(=O)C1 (configuration not stated)
    15	i	i	-12	-1	i	i	i	i	i	i
Cc1cc(N(C)C)c(C#N)c(N2CCCCC2)n1
    -1	i	i	-5	3	i	i	i	i	i	i
COc1cc(/C=C2\SC(=S)N(NC(=O)c3ccc(O)c(OC)c3)C2=O)ccc1O
    7	i	i	-4	7	i	i	i	i	i	i
Nc1ccc(C23CC4CC(CC(O)(C4)C2)C3)cc1
    -6	i	i	-7	3	i	i	i	i	i	i
COc1ccc(C(=O)Nc2ccncc2)c(OC)c1
    2	i	i	-17	3	i	i	i	i	i	i
COc1ccc(CCC(=O)Nc2nc(-c3ccncc3)cs2)cc1
    10	i	/	-16	-4	i	/	i	i	i	i
CC(=O)Nc1ccc(Nc2cc(N3CCOCC3)c3nonc3c2[N+](=O)[O-])cc1
    -6	i	i	0	-1	i	i	i	i	i	i
CSc1nnc2c(n1)OC(c1ccsc1)N(C(C)=O)c1ccccc1-2 (configuration not stated)
    -1	i	-9.5*	-6	-2	i	i	i	i	i	100*
CC(C)OCCCNC(=O)C1CCN(S(=O)(=O)N2CCCC2)CC1
    -5	i	i	-21	0	i	i	i	i	-8.1*	i
Cc1ccccc1NC(=O)c1onc2c1CCCC2
    13	i	i	-1	5	i	i	i	i	i	i
COc1ccccc1-c1noc(-c2ccccc2C(=O)Nc2cccnc2)n1
    3	i	i	-10	-8	i	i	i	i	i	i
CCN(Cc1ccccc1)C(=O)c1ccc2c(=O)n3c(nc2c1)CCC3
    18	i	i	-7	/	i	i	i	i	i	i
CSc1ccc(CN2CCC(CO)(CCOc3ccccc3)CC2)cc1
    0	i	i	-15	0	i	i	i	-7*	i	i
COc1ccccc1NS(=O)(=O)c1cccc(C(=O)N2CCCCCCC2)c1
    -2	i	i	-8	0	i	i	i	i	i	i
Brc1ccc(-c2csc(-c3ccncc3)n2)cc1
    -18	i	i	-7	-7	i	i	i	i	i	i
Cc1ccccc1C(=O)Nc1ccccc1N1CCN(C(=O)c2ccccc2)CC1
    55*	i	i	-20	3	i	i	i	i	i	i
COc1ccc(Cc2nc3ccc(C(=O)N4CCCCC4CCO)cc3o2)cc1 (configuration not stated)
    3	i	i	-5	?	i	i	i	i	i	i
O=C(O)c1ccc(OCC(O)Cn2cnc3ccccc32)cc1 (configuration not stated)
    -2	i	i	-8	1	i	i	i	i	i	i
CCOc1cc(/C=N/NC(=O)c2ccc3c(c2)OCCO3)cc(Br)c1O
    2	i	i	-10	-17	i	i	i	i	i	i
CC(=O)Nc1c(-c2ccc(F)cc2)nc2ccccn12
    -2	i	i	0	-7	i	i	i	i	i	i
COc1cccc(/C=C/C(=O)OCC(=O)Nc2ccccc2Sc2ccccc2)c1
    -9	i	i	-6	5	i	i	i	i	i	i
COc1ccc(NC(=O)Cc2coc3ccc4ccccc4c23)cc1S(=O)(=O)N1CCOCC1
    0	i	i	-11	9	i	i	i	i	i	i
O=C(c1n[nH]c2ccccc12)N1CCOCC1
    -11	i	i	-3	-1	i	i	i	i	i	i
O=C(c1ccc(Cl)cc1Cl)N1CCC(c2nc3c(nnn3Cc3ccco3)c(=O)[nH]2)CC1
    -4	i	i	-13	-5	i	i	i	i	i	i
O=C(CCn1nc(-c2ccccc2)ccc1=O)N1CCOCC1
    -4	i	i	-7	4	i	i	i	i	i	i
CC(C)C(O)C1CCN(Cc2nc(-c3cccs3)no2)CC1 (configuration not stated)
    -6	i	i	-6	1	i	i	i	i	i	i
COc1ccc(CNC(=O)C2CC(C)=C(C)CC2C(=O)O)cc1 (configuration not stated)
    -1	i	i	-1	-2	i	i	i	i	i	i
CCCc1nc2oc3c(Cl)ncnc3c2c2c1CCCC2
    53*	i	i	-4	13	i	i	i	i	i	i
CC1CCN(C(=O)c2cc(F)c(F)cc2Cl)CC1
    18	i	i	-8	0	i	i	i	i	i	i

# New compounds follow:
# The line under a structure holds: SKKanGAS inh	KCNQ1 act	KCNK3 inh	hERG rescue	HDAC3 inhib	RGS4 inh	ANO1 activ	KCNQ1 block	RGS4 act	KCNK9 block	ANO1 block
O=C(Nc1ccccc1)c1ccc(N2CCN(c3ccccc3)CC2)c(S(=O)(=O)N2CCOCC2)c1
    19	i	i	-17	-1	i	i	i	i	i	i
Cc1ccc(NC(=S)NCCN2CCOCC2)cc1F
    -1	i	i	-5	-4	i	i	i	i	i	i
COc1cccc(SCc2noc(C(=O)NC(C)C)c2C(=O)O)c1
    7	i	i	-5	-8	i	i	i	i	i	i
OC(COC1CCCCC1)CN1CCCCC1 (configuration not stated)
    -8	i	i	-3	7	i	i	i	i	i	i
CCOC(=O)N1CCN(C(=O)CCCn2c(=O)[nH]c3ccccc3c2=O)CC1
    2	i	i	-9	-1	i	i	i	i	i	i
CCOC(=O)C1(CCOC)CCN(Cc2ccc(COC)o2)CC1
    -1	i	i	-6	11	i	i	i	i	i	i
Cc1cc2cc(CN(Cc3ccco3)C(=S)NCC3CCCO3)c(=O)[nH]c2cc1C (configuration not stated)
    4	i	i	-6	10	i	i	i	i	i	i
